# Assay outcomes from PubChem BioAssay.
# CHO parental Ca – counter-screen for OX1R antagonists: effect in parental CHO cells; 330,000 tested, 0.63% active; inhibition, % at 5.6 µM; AID 463079; parental CHO-K1, ATP-induced calcium, Fluo-8 fluorescence;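 active means inhibition above that plate's mean sample inhibition plus 3 SD, cut at about 26% in these data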;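 further: 0% = ATP-challenged DMSO wells and 100% = DMSO wells without ATP; some compounds past the cut are filed as inactive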
#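 Test system: untransfected parental CHO cell line. Compound: one dose, 5.6 µM nominal. Detection: intracellular calcium via Fluo-8 no-wash fluorescent dye. Measure: % inhibition. Benchmarks: ATP-challenged DMSO wells low, unchallenged DMSO wells high.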
# TAAR1 ag – human TAAR1 agonism; Q96RJ0; CHO RD-HGA16 TAAR1, Fluo-8 calcium fluorescence; vehicle wells 0%, saturating PEA agonist 100%; activation, % at 3 µM; 360,000 tested, 0.99% active; AID 624467;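 active means activation above the mean activation of all test compounds in the run plus 3 SD, cut at about 38% in these data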
#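 Benchmarks: low control DMSO, high control PEA (EC100); System: CHO RD-HGA16 cells carrying human TAAR1 plus Gα16; Detection: Fluo-8 fluorescence, 5 s baseline then 140 s kinetic read; Schedule: 17-24 h plating, Fluo-8 75 min 37 °C, 30 min RT; Read-out basis: % activation from peak over basal fluorescence ratio, DMSO-to-PEA scaled.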
# OXTR potentiate – potentiates the human oxytocin receptor response; activation, % at 3 µM; 320,000 tested, 0.061% active; AID 2445; CHO-OTR cells, Fluo-8 calcium fluorescence, potentiator mode; 0% = oxytocin EC15, 100% = EC100;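 active means activation above that plate's cutoff, the mean activation of tested compounds plus 3 SD, cut at about 6.6% in these data, passing the limit was not always enough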;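 further: 100% uses oxytocin at 75 nM as the full agonist control; some results filed as inactive read as strong as hits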
# Target sequence (P30559 whole entry, looked up): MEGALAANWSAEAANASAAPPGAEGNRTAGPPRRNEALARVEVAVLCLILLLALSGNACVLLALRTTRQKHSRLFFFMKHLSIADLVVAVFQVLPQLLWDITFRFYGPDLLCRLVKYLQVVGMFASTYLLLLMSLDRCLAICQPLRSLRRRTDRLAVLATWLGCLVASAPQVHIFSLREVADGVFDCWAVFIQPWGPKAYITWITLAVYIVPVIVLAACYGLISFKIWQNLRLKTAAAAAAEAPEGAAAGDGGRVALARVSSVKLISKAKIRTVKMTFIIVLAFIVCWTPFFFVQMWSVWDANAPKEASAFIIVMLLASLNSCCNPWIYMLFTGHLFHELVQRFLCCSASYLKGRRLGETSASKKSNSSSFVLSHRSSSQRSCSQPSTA
#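 test system = CHO-OTR cells, human receptor | compound = single-point 3.0 µM | schedule = 6 min compound pre-incubation at room temperature, 100 s kinetic read | signal = Fluo-8 no-wash calcium dye fluorescence, excitation 470-495 nm, emission 515-575 nm | repeats = single well per compound, singlicate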
# OXTR agonist – activates the human oxytocin receptor; P30559; CHO-OTR cells, Fluo-8 calcium fluorescence; normalized: DMSO 0%, oxytocin 100%; 320,000 tested, 0.32% active; activation, % at 3 µM; AID 2435;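 active means activation above the mean of all tested compounds plus 3 SD, cutoff set per screening run, cut at about 20% in these data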;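 further: peak over basal fluorescence ratio from a 100 s FLIPR kinetic read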
# TAAR1 antagonist – human TAAR1 antagonism | Q96RJ0 | inhibition, % at 3 µM | CHO RD-HGA16 TAAR1, Fluo-8 calcium fluorescence, antagonist | 360,000 tested, 1.5% active | AID 624466;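 active means inhibition above a per-plate cutoff, the mean inhibition of test compounds on that plate plus 3 SD, cut at about 49% in these data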;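 further: 0% = DMSO plus EC80 beta-PEA response and 100% = DMSO alone without agonist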
#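 Test system: hTAAR1-expressing CHO RD-HGA16 cells, Gα16-coupled; Probe or stimulus: EC80 β-phenethylamine stimulus; Compound dosing: single nominal final test compound concentration of 3 µM; Timing: 140 s kinetic read after compound, 140 s after agonist; Signal: Fluo-8 calcium-sensitive fluorescence; Measure: % inhibition of agonist calcium response; Controls: DMSO and EC80 PEA controls.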
# CHRM1 agonist – agonists of human M1 muscarinic receptor | P11229 | CHO-K1 hM1, Fluo-8 calcium fluorescence, agonist mode; 0% DMSO, 100% acetylcholine EC100 | activation, % at 3 µM | 360,000 tested, 0.33% active;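 active means activation above the run's mean compound activation plus 3 SD, cut at about 16% in these data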;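 further: peak over basal fluorescence ratio within a 140 s kinetic read after compound addition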
# M1 antag – antagonists of human M1 muscarinic receptor; P11229; CHO-K1 hM1, Fluo-8 calcium fluorescence, ACh EC80 antagonist; inhibition, % at 3 µM; 360,000 tested, 1.3% active; AID 588852;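 active means percent inhibition above its own plate's cutoff, namely the mean of that plate's compound wells plus 3 SD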;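 further: peak over basal fluorescence ratio during 140 s after agonist addition; 0% = ACh EC80 plus DMSO and 100% = DMSO alone without agonist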
# CHRM1 PAM – human CHRM1 positive allosteric modulation; AID 588819; 360,000 tested, 0.088% active; CHO-K1 hM1, Fluo-8 calcium fluorescence, ACh EC20; 0% = ACh EC20, 100% = maximal ACh; activation, % at 3 µM; P11229; in the data active means activation above about 19%, passing the limit was not always enough
# V1aR counter – activates human V1a receptor in oxytocin agonist counter-screen; activation, % at 3 µM; P37288; CHO-V1R cells, Fluo-8 calcium fluorescence, agonist mode; 0% DMSO, 100% 3 nM vasopressin; 320,000 tested, 0.25% active;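 active means activation above the mean activation of all tested compounds plus 3 SD, per screening run, cut at about 20% in these data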;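 further: signal is peak over basal fluorescence ratio across a 100 second FLIPR read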
# Target sequence (P37288 whole entry, looked up): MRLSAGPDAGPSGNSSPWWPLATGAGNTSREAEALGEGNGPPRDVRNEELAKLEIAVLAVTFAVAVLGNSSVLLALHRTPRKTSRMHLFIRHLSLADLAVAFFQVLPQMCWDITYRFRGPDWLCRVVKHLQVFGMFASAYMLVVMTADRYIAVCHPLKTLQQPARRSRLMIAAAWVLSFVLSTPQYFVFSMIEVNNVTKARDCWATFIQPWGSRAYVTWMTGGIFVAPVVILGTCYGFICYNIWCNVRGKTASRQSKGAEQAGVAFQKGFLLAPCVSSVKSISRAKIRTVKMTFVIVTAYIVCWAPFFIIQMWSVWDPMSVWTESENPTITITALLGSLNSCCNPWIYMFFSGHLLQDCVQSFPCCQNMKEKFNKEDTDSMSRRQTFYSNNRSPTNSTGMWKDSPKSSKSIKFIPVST
# Numbers without * were called inactive; / = not tested or not shown.
nr	Structure	CHO parental Ca	TAAR1 ag	OXTR potentiate	OXTR agonist	TAAR1 antagonist	CHRM1 agonist	M1 antag	CHRM1 PAM	V1aR counter
1	COc1ccc(CN(C(=O)c2ccc(-c3ccccc3)[nH]2)C(C(=O)NC(C)(C)C)c2ccncc2)cc1 (stereo not drawn)	-30	9	-17	-2.4	-20	-4	-14	12	0.3
2	Cc1nn(C)c(C)c1C(C)NC(=O)c1cc(COc2cncc(Cl)c2)on1 (stereo not drawn)	-19	2	-5	2.5	-22	0	18	-8	3.0
3	CC1=C(C(=O)OCCOc2ccccc2)C(c2ccc(C)o2)C2=C(CC(C)(C)CC2=O)N1 (stereo not drawn)	-27	14	-4	-2.1	25	-2	-2	6	-0.7
4	Cc1c(C(=O)Nc2ccc(S(N)(=O)=O)cc2)oc2ccc(Cl)cc12	14	3	-14	-0.1	13	-5	-2	-4	0.2
5	CCOC(=O)N1CCN(Cc2nc3c(c(=O)[nH]c(=O)n3C)n2Cc2ccccc2C)CC1	-18	9	-7	0.4	8	-4	24	-10	0.2
6	COc1ccc(CNC(=O)CCCn2c(=S)[nH]c3cc4c(cc3c2=O)OCO4)cc1	-5	1	-6	-0.1	-14	0	-13	6	-1.6
7	Nc1cc(=O)[nH]c(SCC(=O)Nc2ccc(F)c(Cl)c2)n1	5	11	-2	-0.5	-5	-1	-8	4	-0.2
8	CCOc1ccc(C(=O)N/N=C(/C)C2C(=O)c3ccccc3C2=O)cc1	-14	3	-3	-0.9	-3	-1	1	-6	0.4
9	O=C(CCCCCN1C(=O)c2cccc3cccc(c23)C1=O)N1CCOCC1	-13	1	0	-0.3	-5	-8	-2	5	5.8
10	COc1ccc(Nc2nc(C(=O)NCCCN3CCOCC3)cs2)cc1	-12	6	8	0.7	-2	-3	-8	13	-0.5
11	COCC(=O)OCC(=O)N1N=C(c2ccc(Cl)cc2)CC1c1ccco1 (stereo not drawn)	-12	-2	-5	-2.5	-21	-3	-4	3	-0.1
12	CCc1noc(C)c1C(=O)N(CC(C)C)c1c(N)n(Cc2ccccc2)c(=O)[nH]c1=O	/	0	/	/	-8	-3	-6	8	/
13	COc1ccccc1N1C(=O)C2ON(c3ccccc3)C(c3ccc(N(C)C)cc3)C2C1=O (stereo not drawn)	1	/	-2	-0.1	/	/	/	/	0.3
14	COc1ccc(CC(=O)NC2CCN(CC(=O)Nc3ccc4c(c3)OCCO4)CC2)cc1OC	-6	10	-3	0.2	2	-3	-2	1	-0.5
15	CCN(CC(=O)NCC1CCCO1)S(=O)(=O)c1ccc(Cl)cc1 (stereo not drawn)	4	1	-5	0.5	-7	-1	-11	14	0.8

# The closing two compounds of the part before lead into the next.
nr	Structure	CHO parental Ca	TAAR1 ag	OXTR potentiate	OXTR agonist	TAAR1 antagonist	CHRM1 agonist	M1 antag	CHRM1 PAM	V1aR counter
14	COc1ccc(CC(=O)NC2CCN(CC(=O)Nc3ccc4c(c3)OCCO4)CC2)cc1OC	-6	10	-3	0.2	2	-3	-2	1	-0.5
15	CCN(CC(=O)NCC1CCCO1)S(=O)(=O)c1ccc(Cl)cc1 (stereo not drawn)	4	1	-5	0.5	-7	-1	-11	14	0.8
16	O=C(COC(=O)c1ccccc1NCCO)NCCc1ccccc1	-18	11	7	-1.7	-11	-1	-9	9	0.7
17	CCn1c(NC(=O)C2CCCCC2)nc2ccccc21	-8	10	-9	-1.8	4	-3	-9	8	-0.6
18	O=C(Nc1ccc(N2CCOCC2)cc1N1CCOCC1)c1ccco1	-4	0	-9	-0.4	9	-2	-6	3	0.3
19	CSCCC(NC(=O)c1ccc(Cl)c([N+](=O)[O-])c1)C(=O)N1CCN(C/C=C/c2ccccc2)CC1 (stereo not drawn)	0	0	-5	-0.8	27	20*	2	-2	-0.3
20	COc1ccc(CCN2C(=O)N(c3ccc(OC)cc3)C(=O)C2CC(=O)Nc2ccc(OC)cc2)cc1 (stereo not drawn)	-28	1	-10	-2.1	4	-2	-22	4	-1.3
21	O=c1c2ccccc2oc2ccc(NCCCn3ccnc3)cc12	-22	5	-10	2.6	3	-9	39	-16	2.9
22	COc1ccccc1C1(CC(=O)O)CCOC(C(C)C)C1 (stereo not drawn)	-3	2	-8	0.6	2	-2	-22	8	0.0
23	Cc1noc(C)c1-c1ccc(C(=O)NCc2cccc(Cl)c2)c2occc12	/	1	/	/	25	-2	2	-3	/
24	COc1cc(C(=O)NCC(=O)N/N=C/c2cccs2)cc(OC)c1OC	-6	4	-4	-0.5	8	-8	-6	13	0.7
25	COc1ccc(S(=O)(=O)N(C)C)cc1NCC(=O)Nc1ccc(F)cc1F	-7	0	-7	0.9	0	-4	-10	5	-0.3
26	O=C(Oc1ccc[nH]c1=O)c1cc([N+](=O)[O-])cc([N+](=O)[O-])c1	7	0	-10	1.1	-22	-5	-12	6	2.8
27	Cc1cccc(NC(=O)CO/N=C/c2ccc3c(c2)OCO3)c1	-20	1	-3	0.4	9	-6	-11	7	1.2
28	CC(=O)Nc1cc(-c2cccc(NS(C)(=O)=O)c2)cn2c(-c3ccccc3)cnc12	/	6	/	/	29	-2	0	-4	/
29	Cc1ccc(Cn2c(=N)c(C(=O)NCC3CCCO3)cc3c(=O)n4cccc(C)c4nc32)cc1 (stereo not drawn)	-13	-2	-6	-0.9	-14	-5	9	-7	-0.6
30	CCOc1cc(N2CCOCC2)c(OCC)cc1NC(=O)COC(=O)c1c(CC)noc1C	8	1	5	-0.6	-7	2	-19	20	0.1
31	O=C(CSc1nnnn1-c1ccccc1Cl)Nc1ccc2c(c1)OCCO2	-2	3	-11	5.3	9	4	-5	-11	3.2
32	COCCNC(=O)c1c(CSc2ccccc2)noc1C(=O)NCc1ccccc1	-6	15	11	-0.5	11	-5	4	3	-0.3
33	O=[N+]([O-])c1ccc(C(O)CSC(=S)N2CCCCC2)cc1 (stereo not drawn)	9	1	-17	3.6	27	-6	-7	0	4.0
34	COC(=O)C1=C(C)OC(N)=C(C#N)C1c1cc2cc(C)ccc2nc1Cl (stereo not drawn)	1	22	-12	9.8	11	24*	16	-21	15
35	[O-]/[N+](=C/c1ccc(F)cc1)c1ccccc1	-7	9	-9	0.1	-4	-3	-15	9	0.2
36	Cc1ccc(N2C(=O)c3cccc4c(Oc5ccccc5[N+](=O)[O-])ccc(c34)C2=O)c(C)c1	-7	-1	-4	0.8	14	-1	-9	1	1.3
37	CCOCCCNC(=O)C(c1ccccc1)N(Cc1cccs1)C(=O)c1ccccc1O (stereo not drawn)	-20	13	-2	-0.1	36	-4	8	-9	-0.3
38	Cn1nnnc1SCCNC/C=C/c1ccccc1	-9	9	-5	-0.1	-3	-5	-8	-1	-0.1
39	CN(CC(=O)NC1CCCCCC1)S(=O)(=O)c1ccc2c(c1)n(C)c(=O)c(=O)n2C	-10	0	-4	-0.5	-12	-6	-7	6	0.9
40	O=C(Nc1ccc(C(F)(F)F)cc1)c1ccccc1-n1cnnn1	-16	2	-4	4.7	1	-2	-12	15	1.9
41	CCCn1nc2cc(C(=O)N(CC)c3ccc(OC)cc3)ccc2c1OCC	0	10	-7	-0.4	6	-3	-2	1	-1.0
42	O=C(/C=C/c1ccco1)Nc1ccc2nc3n(c(=O)c2c1)CCCC3	-22	0	-5	-0.7	19	-3	-7	7	-0.1
43	O=C(COc1ccc(Nc2ccccc2)cc1)OCC(=O)N1CCCCC1	6	2	-5	7.3	-12	3	-15	0	9.8
44	Cc1ccc(-c2noc(CCC(=O)NCCCN3CCN(c4ccc(F)cc4)CC3)n2)cc1	10	12	-19	8.7	10	2	13	-4	15
45	COc1ccc(NC(=O)[C@H](NC(=O)[C@@H]2Cc3ccccc3CN2)c2ccccc2)cc1	-23	23	-10	2.8	-18	-2	-1	7	3.4
46	c1ccc(OCCSc2nnnn2-c2ccccc2)cc1	-19	0	-16	-1.4	9	-2	5	-3	-1.1
47	CCOc1cc(/C=N/n2c(C)nc3sc(C)c(C)c3c2=O)ccc1O	-10	-1	-6	-0.6	9	-13	-1	10	-0.2
48	Nc1ccccc1SCC(=O)Nc1nccs1	-1	3	-5	1.5	-15	-9	-3	7	-0.8
49	O=C(c1cc(COc2ccc(F)c(F)c2)on1)N1CCOCC1	-5	3	-1	1.6	0	-3	26	-3	1.7
50	CCOc1ccc(N(CC(=O)NC2CCCC2)C(=O)CCC(=O)Nc2ccccn2)cc1	-5	17	-7	-0.8	2	-1	-58	13	0.3
51	O=C1C(Cl)=C(N2CCOCC2)C(=O)N1c1ccccc1Cl	-8	/	-2	-1.5	/	-3	-5	5	-0.5
52	O=C(CN1CCCN(S(=O)(=O)c2ccc(F)cc2)CC1)Nc1cccc(F)c1	-12	6	-1	1.1	-17	-2	-4	4	2.3
53	Cc1ccn2cc(CCNS(=O)(=O)c3ccc4c(c3)CCCC4)nc2c1	-8	-1	-1	0.3	-2	-13	-8	1	3.4
54	COc1ccc(NC(=S)NC(C)c2ccncc2)cc1OC (stereo not drawn)	13	3	-8	1.3	-1	-1	-4	8	1.0
55	O=C(Cc1n[nH]c(=O)c2ccccc12)OCC(=O)c1ccccc1	-8	6	-3	2.6	-4	1	-8	10	1.6
56	Nc1nc(-c2ccccc2)c(-c2ccc([N+](=O)[O-])cc2)s1	25	5	-9	11	-12	4	1	-4	15
57	O=S(=O)(Nc1ccc(Cl)cc1)c1cccc2nsnc12	-8	8	-7	1.7	-8	-8	33	-19	1.9
58	O=C(c1ccco1)N1CCC2CC1c1c(Cl)cccc12 (stereo not drawn)	/	2	/	/	-11	-1	-9	4	/
59	COc1cccc(N(CC(=O)NCCSc2ccccn2)S(=O)(=O)c2ccccc2)c1	-11	9	-5	3.1	36	5	10	2	1.9
60	Cc1cc(C)n(C(C)CNS(=O)(=O)c2ccc(Cl)cc2)n1 (stereo not drawn)	11	-1	-6	0.6	-12	-5	1	4	0.3
61	O=c1c2ccccc2nnn1CSc1nnc(-c2ccc3c(c2)OCO3)o1	-15	1	-10	0.0	2	-3	-36	5	0.4
62	CCOc1cc(C(=O)NCCOC)ccc1OC	-9	3	-10	0.3	-5	-2	-26	-1	1.7
63	COc1ccc(NC(=O)/C(=C\c2cc(OC)c(OC)cc2[N+](=O)[O-])NC(=O)c2ccccc2)cc1	-26	1	-4	-2.4	2	-2	-4	6	-1.5
64	CC(C)(C)NC(=O)CSC(=Nc1ccccc1F)NC#N	-15	14	-12	1.5	-4	-3	-1	-2	0.3
